High-throughput results: PubChem BioAssay, National Center for Advancing Translational Sciences (NCATS)
Shiga toxin inh: A qHTS for Small Molecule Inhibitors of Shiga Toxin; Vero cells, Shiga toxin protein synthesis inhibition reporter; inhibition, % at 38.7 µM; 9.2% of 290,000 active; AID 2315, 2010; in the data active = inhibition mostly above about 28%, no sharp cut-off; inactive = mostly below about 43%; note: 0% is about no effect
Cycloheximide cs: Cycloheximide Counterscreen for Small Molecule Inhibitors of Shiga Toxin; cell reporter, cycloheximide protein synthesis inhibition counterscreen; 12% of 300,000 active; max response, %; in the data active = max response mostly above about 13%, no sharp cut-off; inactive = mostly below about 14%; note: read at 38.3 µM for the half of the compounds with a filed dose; 0% is about no effect
Giardia FBPA inh: qHTS Assay for Inhibitors of Fructose-1,6-bisphosphate Aldolase from Giardia Lamblia. A8B2U2. Potency, µM (highest dose often 59.6 µM), for the others: at the top dose activity, negative = inhibition, hits mostly inhibitors. purified Giardia FBPA. 0.71% of 290,000 active; note: potency is the fitted concentration of half-maximal effect; % is set by controls: 0 for no effect and ±100 for the full control effect; nearly all actives have a fitted effect of over 55% in size
Target sequence (A8B2U2 whole entry, looked up): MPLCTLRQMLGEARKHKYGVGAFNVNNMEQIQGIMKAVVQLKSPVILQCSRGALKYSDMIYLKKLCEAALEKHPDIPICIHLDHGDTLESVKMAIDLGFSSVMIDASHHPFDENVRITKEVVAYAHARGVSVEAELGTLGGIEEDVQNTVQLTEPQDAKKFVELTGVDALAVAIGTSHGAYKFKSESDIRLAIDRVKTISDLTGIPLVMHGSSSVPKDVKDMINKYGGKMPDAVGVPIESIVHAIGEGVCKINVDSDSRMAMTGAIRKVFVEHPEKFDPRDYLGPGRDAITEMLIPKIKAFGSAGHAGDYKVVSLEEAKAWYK
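Giardia FBPA (40 nM reagent) was preincubated 10 min at RT with compound (up to 57.5 uM final), then substrate plus GAPDH/TPI/NAD/arsenate coupling system with diaphorase/resazurin was added; resorufin fluorescence (525/598 nm) was read after 20 min.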
AmpC no deterg: qHTS Inhibitors of AmpC Beta-Lactamase (assay without detergent). P00811. AmpC nitrocefin hydrolysis, absorbance 480 nm, 0.0001% Triton. Potency, µM (doses to about 57.1 µM), without a hit: at the highest dose activity change, negative = inhibition, hits mostly inhibitors. 0.52% of 330,000 active. AID 485341, 2010;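 note: potency is the fitted concentration of half-maximal effect; plate controls were no compound for no effect and no enzyme for full effect; nearly all actives have a fitted effect of over 20% in size; some results filed as inactive show a strong effect at the top dose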
Target sequence (P00811 whole entry, looked up): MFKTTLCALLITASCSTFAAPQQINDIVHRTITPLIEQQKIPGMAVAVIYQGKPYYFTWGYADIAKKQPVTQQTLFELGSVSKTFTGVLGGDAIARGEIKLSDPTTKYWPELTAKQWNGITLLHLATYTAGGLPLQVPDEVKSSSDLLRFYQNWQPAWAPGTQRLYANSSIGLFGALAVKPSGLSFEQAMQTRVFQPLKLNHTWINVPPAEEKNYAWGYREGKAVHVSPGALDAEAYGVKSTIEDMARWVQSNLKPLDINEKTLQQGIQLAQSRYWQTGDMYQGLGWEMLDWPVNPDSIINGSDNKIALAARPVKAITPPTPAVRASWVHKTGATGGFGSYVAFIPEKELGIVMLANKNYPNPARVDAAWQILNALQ
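20 mM phosphate pH 7.0 + 0.01% (detergent screen) or 0.0001% Triton X-100; 5.3 nM AmpC reagent; cpd preinc 15 min RT; nitrocefin (800 uM stock) to start; A480 q20 s × 4 min; Activity was normalised to no-enzyme and no-compound control wells.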
AMA1 RON2 block: qHTS for Inhibitors of AMA1-RON; Towards Development of Antimalarial Drug Lead: Primary Screen | AlphaScreen AMA1-biotinylated RON2 peptide binding | Potency, µM (titrated, usually from 58.2 µM), without a hit: at the top dose activity change, negative = inhibition, most hits filed as inhibitors | AID 720542, 2013 | 0.2% of 360,000 active;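 note: potency is the fitted concentration of half-maximal effect; 0% = vehicle wells and -100% = peptide control; nearly all actives have a fitted effect of over 45% in size; some results filed as inactive show a strong effect at the top dose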
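AMA1 (3D7) with his tag at 25 nM final met compounds first, then biotinylated RON2 peptide at 25 nM; detection used donor plus acceptor beads, 10 µg/mL apiece, read by AlphaScreen after 30 min at room temperature.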
AmpC detergent: qHTS Inhibitors of AmpC Beta-Lactamase (assay with detergent); P00811; AmpC hydrolysis of nitrocefin, absorbance 480 nm, 0.01% Triton; Potency, µM (series often up to 114 µM), without a hit: top-dose activity change, negative = inhibition, actives largely listed as inhibitors; 0.041% of 370,000 active; AID 485294, 2010;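 note: potency is the fitted concentration of half-maximal effect; 0% = no-compound wells and -100% = no-enzyme wells; nearly all actives have a fitted effect of over 25% in size; some results filed as inactive show a strong effect at the top dose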
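AmpC (5.3 nM in the dispensed reagent) in 20 mM phosphate pH 7.0 with 0.01% (detergent screen) or 0.0001% Triton X-100 was preincubated with compounds for 15 min at room temperature. Nitrocefin was then added from an 800 uM solution, and hydrolysis was followed at 480 nm.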
HCMV inh: qHTS Assay for inhibitors of the human cytomegalovirus (HCMV). HFF cells, HCMV-luciferase reporter, 72 h; stronger effect = lower value. activity change, negative = inhibition, % at 57.5 µM. 4.5% of 410,000 active. AID 1259415, 2018; in the data active = activity change below about -60%; inconclusive = no clear call, values can overlap the other calls; inactive = above about -39%; note: % is set by controls: 0 for no effect and ±100 for the full control effect
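HFF cells seeded 16 h at 37C, treated with compounds, infected with luciferase-reporter HCMV at MOI 1 PFU/cell; luciferase read at 72 h post infection, normalized to buffer-only and Salinomycin controls.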
Numbers without * were called inactive; [ ] = dose if it differs, or a comment. Unless noted, calls come from the whole dose curve; as a rule, active = well fitted curve in the direction sought with a large enough effect; inconclusive = small, poorly fitted or top-dose-only effect, or another doubt; inactive = no such curve, though single readings can be large; an effect the other way counts as inactive or inconclusive.

Screening CCN1CCN(C(=O)c2ccc(OC3CCN(CCc4ccccc4)CC3)cc2)[C@@H](C)C1=O returned Shiga toxin inh -5, Cycloheximide cs -5, AmpC no deterg 26%, AMA1 RON2 block 10%, AmpC detergent 0% and HCMV inh -35.
Screening CCN(c1ccccc1)S(=O)(=O)c1cccc(C(=O)OCC(=O)Nc2ccc(NC(C)=O)cc2)c1 returned AmpC no deterg -19%, AMA1 RON2 block -2%[11.6 µM] and HCMV inh 7.
CCOc1ccc(OCC)c(NC(=O)c2nnn(CC(=O)Nc3cc(C)cc(C)c3)c2N)c1 was read as Shiga toxin inh -10, Cycloheximide cs -3, AmpC no deterg -22%, AMA1 RON2 block -6%, AmpC detergent 1% and HCMV inh inconclusive.
`COc1ccc(C(=O)NNC(=O)Cc2ccc(-c3ccccc3)cc2)cc1OC` gave Shiga toxin inh 0, Cycloheximide cs 6, Giardia FBPA inh 6%, AmpC no deterg 32%, AMA1 RON2 block 48%[activator], AmpC detergent -10% and HCMV inh -18.
Screening CCC(=O)c1ccc(OCC(=O)OCC(=O)N2CCc3ccccc3C2)cc1 returned AmpC no deterg -7%, AMA1 RON2 block -10%, AmpC detergent 6% and HCMV inh 3.
`Fc1cccc(Nc2ncnc3c2cnn3-c2ccccc2)c1` gave Shiga toxin inh 80*, Cycloheximide cs 30*, Giardia FBPA inh -22%, AmpC no deterg -32%, AMA1 RON2 block 9%, AmpC detergent 6% and HCMV inh -31.
`O=C(NCCC(=O)N1CCC2(CC1)NCCc1[nH]cnc12)c1ccc(F)c(F)c1` gave Shiga toxin inh -2, Cycloheximide cs -2, AmpC no deterg -20%, AMA1 RON2 block 1%, AmpC detergent -2% and HCMV inh -21.
For CC(=O)N1c2ccc(S(=O)(=O)NCCC(=O)NC3CCCC(C)C3C)cc2CC1C (stereo not given) the results were Shiga toxin inh 3, Cycloheximide cs -4, AmpC no deterg 1%, AMA1 RON2 block 0%, AmpC detergent -5% and HCMV inh 0.
For Cc1c(N2C(=O)C3C4C=CC(C4)C3C2=O)c(=O)n(-c2ccccc2)n1C (stereo not given) the results were Shiga toxin inh 18, Cycloheximide cs 8, Giardia FBPA inh 4%, AmpC no deterg -12%, AMA1 RON2 block 1%, AmpC detergent -7% and HCMV inh -21.
`O=c1c2ccccc2nc(SCCN2CCOCC2)n1CCc1ccccc1` gave Shiga toxin inh 29, Cycloheximide cs -2, Giardia FBPA inh -8%, AmpC no deterg 139%[activator], AMA1 RON2 block inconclusive, AmpC detergent 6% and HCMV inh -29.
For Cc1c(C(=O)Nc2ccc(Cc3ccncc3)cc2)cccc1[N+](=O)[O-] the results were Shiga toxin inh -11, Cycloheximide cs -1, Giardia FBPA inh -2%, AmpC no deterg -5%, AMA1 RON2 block -6%, AmpC detergent -11% and HCMV inh -79*.
Screening CC12CN3CCN(C1)CC(C)(C3)C2=NO returned Shiga toxin inh -11, Cycloheximide cs -2, Giardia FBPA inh 3%, AmpC no deterg -9%, AMA1 RON2 block 5%, AmpC detergent -4% and HCMV inh -10.
`CCCCOC(=O)C1CN(c2ccccc2)N=C1C(=O)OCC` (stereo not given) gave Shiga toxin inh -2, Cycloheximide cs 10, Giardia FBPA inh -6%, AmpC no deterg 10%, AMA1 RON2 block 213%[activator], AmpC detergent inconclusive and HCMV inh -27.
`CC(C)C[C@H](NC(=O)c1[nH]cnc1C(=O)N[C@@H](Cc1ccccc1)C(=O)OC(C)(C)C)C(=O)OC(C)(C)C` gave Shiga toxin inh -8, Cycloheximide cs -2, Giardia FBPA inh -25%, AmpC no deterg 6%, AMA1 RON2 block 90%[activator], AmpC detergent 13% and HCMV inh -89*.
Screening Cc1ccc([C@@H]2[C@@H]3C(=O)N(C)C(=O)[C@@H]3[C@]3(C)C(=O)N(CC4CC4)CC(=O)N23)o1 returned Shiga toxin inh -7, Cycloheximide cs -4, Giardia FBPA inh 3%, AmpC no deterg -5%, AMA1 RON2 block 2%, AmpC detergent -11% and HCMV inh 69.
For O=C1CC(O)(CF)CCO1 (stereo not given) the results were Shiga toxin inh -8, Cycloheximide cs -6 and Giardia FBPA inh 5%.
For COc1cccc(C(O)CC(N)=O)c1 (stereo not given) the results were Shiga toxin inh 5, Cycloheximide cs -3, Giardia FBPA inh 7%, AmpC no deterg -11%, AMA1 RON2 block 6%, AmpC detergent -8% and HCMV inh -15.
`Cc1ccc(C2=NN(C(=O)CNCCO)C(c3cccs3)C2)cc1` (stereo not given) gave Shiga toxin inh 47, Cycloheximide cs 42*, AmpC no deterg 17%, AMA1 RON2 block 75%[activator], AmpC detergent -3% and HCMV inh -5.
`CCOc1ccc(C(=O)C(C)OC(=O)Cn2cnc3c2c(=O)n(C)c(=O)n3C)cc1` (stereo not given) gave AmpC no deterg inconclusive, AMA1 RON2 block 9%, AmpC detergent inconclusive and HCMV inh -9.
Screening Cc1csc(NC(=O)c2ccc3c(c2)OCO3)n1 returned Shiga toxin inh 71*, Cycloheximide cs 31*, Giardia FBPA inh -3%, AmpC no deterg -9%, AMA1 RON2 block -4%, AmpC detergent 3% and HCMV inh 43.
`COc1ccccc1NC(=S)N(CCc1c(C)[nH]c2ccccc12)Cc1cccs1` gave Shiga toxin inh 5, Cycloheximide cs -3, Giardia FBPA inh -1%, AmpC no deterg 40µM*, AMA1 RON2 block -5%, AmpC detergent inconclusive and HCMV inh 52.
`COc1ccc(-c2cc(C#N)nc(Cl)n2)cc1` gave Shiga toxin inh -20, Cycloheximide cs 1, Giardia FBPA inh 5%, AmpC no deterg -18%, AMA1 RON2 block 30%[activator], AmpC detergent 3% and HCMV inh -37.
`N#Cc1c2c(c(NCCN3CCOCC3)n3c1nc1ccccc13)CCCC2` gave Shiga toxin inh -15, Cycloheximide cs -1, Giardia FBPA inh 3%, AmpC no deterg -27%, AMA1 RON2 block 38%[activator], AmpC detergent inconclusive and HCMV inh -7.
Screening CC12CCC(=O)N1C(C(=O)Nc1nnc(SCc3ccc(F)cc3)s1)CS2 (stereo not given) returned Shiga toxin inh -9, Cycloheximide cs 8, Giardia FBPA inh -1%, AmpC no deterg 109%, AMA1 RON2 block -3%, AmpC detergent -13% and HCMV inh 7.
Screening Cc1ccc(S(=O)(=O)/N=C2\C=C(Nc3cccc(C(=O)O)c3)C(=O)c3ccccc32)c(C)c1 returned Shiga toxin inh 64*, Cycloheximide cs 24*, Giardia FBPA inh inconclusive, AmpC no deterg -11%, AMA1 RON2 block inconclusive, AmpC detergent 4% and HCMV inh -73*.
Nc1cc(C(=O)OCC(=O)NCCCc2ccccc2)ccc1Cl was read as Shiga toxin inh -8, Cycloheximide cs -2, Giardia FBPA inh 3%, AmpC no deterg -7%, AMA1 RON2 block -3%, AmpC detergent 3% and HCMV inh 8.
For O=C(C1CCC1)N1CCc2cc(S(=O)(=O)N3CCN(c4ccccn4)CC3)ccc21 the results were Shiga toxin inh -1, Cycloheximide cs -5, Giardia FBPA inh 4%, AmpC no deterg 32%, AMA1 RON2 block -4% and AmpC detergent -15%.
Cc1csc2ncc(C(=O)N(Cc3ccccc3)c3ccccn3)c(=O)n12 was read as Shiga toxin inh 9, Cycloheximide cs -7, Giardia FBPA inh 3%, AmpC no deterg 5.6µM*, AMA1 RON2 block -3%, AmpC detergent inconclusive and HCMV inh 27.
Screening CCOC(=O)c1cnc(-c2ccccc2)nc1-c1ccccc1 returned Shiga toxin inh 28, Cycloheximide cs 22, Giardia FBPA inh 2%, AmpC no deterg 13%, AMA1 RON2 block 36%[activator], AmpC detergent -3% and HCMV inh -102*.
Screening COc1ccc(OCCCC(=O)Nc2cccc([N+](=O)[O-])c2C)cc1 returned Shiga toxin inh -15, Cycloheximide cs 1, Giardia FBPA inh 0%, AmpC no deterg -5%, AMA1 RON2 block -3%, AmpC detergent 6% and HCMV inh inconclusive.

Grouped by structure, the compounds so far with a nitro group on carbon (2)
For Cc1c(C(=O)Nc2ccc(Cc3ccncc3)cc2)cccc1[N+](=O)[O-] the results were Shiga toxin inh -11, Cycloheximide cs -1, Giardia FBPA inh -2%, AmpC no deterg -5%, AMA1 RON2 block -6%, AmpC detergent -11% and HCMV inh -79*.
Screening COc1ccc(OCCCC(=O)Nc2cccc([N+](=O)[O-])c2C)cc1 returned Shiga toxin inh -15, Cycloheximide cs 1, Giardia FBPA inh 0%, AmpC no deterg -5%, AMA1 RON2 block -3%, AmpC detergent 6% and HCMV inh inconclusive.

Additional compounds follow:
CCC(=O)Oc1ccc2c(=O)c(-c3ccc4ccccc4n3)c(CC)oc2c1C was read as Shiga toxin inh -3, Cycloheximide cs 6, Giardia FBPA inh -4%, AmpC no deterg -24%, AMA1 RON2 block 10%, AmpC detergent -7% and HCMV inh 27.
`N#Cc1cc(-c2ccccc2)cnc1Sc1ccc(Cl)cc1` gave Shiga toxin inh 36, Cycloheximide cs -1, Giardia FBPA inh 6%, AmpC no deterg -12%, AMA1 RON2 block 6%, AmpC detergent 2% and HCMV inh 16.
For O=C(NCCc1ccccc1)c1ccccc1NC(=O)C1CC=CCC1C(=O)O (stereo not given) the results were Shiga toxin inh 70*, Cycloheximide cs 61*, Giardia FBPA inh 9%, AmpC no deterg -25%, AMA1 RON2 block -12%, AmpC detergent inconclusive and HCMV inh 51.
Screening COc1ccc(-c2nnc3n2N=C(c2ccc(OC)c(OC)c2)CS3)cc1 returned Shiga toxin inh -4, Cycloheximide cs 3 and Giardia FBPA inh 4%.
CSc1ncccc1C(=O)OCC(=O)N(C)c1c(N)n(Cc2ccccc2)c(=O)[nH]c1=O was read as AmpC no deterg inconclusive, AMA1 RON2 block -5%, AmpC detergent -3% and HCMV inh -4.
COc1ccc2[nH]c(=O)c(CN(Cc3ccco3)C(=O)c3ccccc3)cc2c1 was read as Shiga toxin inh -9, Cycloheximide cs 2, Giardia FBPA inh 0%, AmpC no deterg 61%[activator], AMA1 RON2 block -7%, AmpC detergent inconclusive and HCMV inh 43.
CCC(C)C1C(C#N)=C(N)Oc2n[nH]c(-c3ccccc3)c21 (stereo not given) was read as Shiga toxin inh -3, Cycloheximide cs -2, Giardia FBPA inh -10%, AmpC no deterg -52%, AMA1 RON2 block -1%, AmpC detergent inconclusive and HCMV inh -13.
For COc1cc(C(=O)NCC(=O)n2nc(C)cc2C)cc(OC)c1OC the results were Shiga toxin inh 31, Cycloheximide cs -6, Giardia FBPA inh 4%, AmpC no deterg -20%, AMA1 RON2 block -9%, AmpC detergent 4% and HCMV inh 14.
Cn1c(SCC(=O)N2CCCCC2)nc2c(c1=O)SCC2 was read as Shiga toxin inh -17, Cycloheximide cs 10, AmpC no deterg 0%, AMA1 RON2 block -11%, AmpC detergent 3% and HCMV inh 6.
